ROS inducer: raises reactive oxygen species in U2OS cancer cells; U2OS ROS induction, H2DCF-DA fluorescence; ROS induction (% of piperlongumine), % at 10 µM; hit rate 2% among 46,000; in the data active = ROS induction above about 79%, passing the limit was not always enough; inconclusive = no clear call, values can overlap the other calls;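 also: 0% = DMSO vehicle median and 100% = reference compound median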
An asterisk follows results filed as active; ? = inconclusive. The list is partial. The share of hits here may be higher or lower than overall.

Start of the data: the first eleven entries, ahead of the listing:
#	structure	ROS inducer
1	COc1ccc(S(=O)(=O)Nc2ccc3c(c2)C(=O)N([C@H](C)CO)C[C@H](C)[C@H](CN(C)CC2CC2)O3)cc1	13
2	C[C@@H]1CCCCO[C@H](CN(C)C(=O)Nc2ccc(F)cc2)[C@@H](C)CN([C@H](C)CO)C(=O)c2cc(NC(=O)c3ccncc3)ccc2O1	-5
3	C[C@@H]1CN([C@@H](C)CO)C(=O)c2cc(NC(=O)CCCN(C)C)ccc2O[C@@H]1CN(C)S(=O)(=O)c1cccs1	-8
4	Cc1cc(=O)[nH]c(SCCOc2c(C)ccc(C)c2Cl)n1	-3
5	C[C@@H]1CN([C@H](C)CO)C(=O)Cc2cc(NC(=O)C3CCCCC3)ccc2O[C@H]1CN(C)Cc1ccc2c(c1)OCO2	-2
6	NNC(=O)Cn1c2ccccc2c2ccccc21	?
7	Cc1noc(C)c1NC(=O)Nc1cccc2c1O[C@@H](CN(C)Cc1ccc(C(=O)Nc3ccccc3N)cc1)[C@@H](C)CN([C@@H](C)CO)C2=O	10
8	CNC[C@H]1Oc2c(NC(=O)Nc3ccccc3)cccc2C(=O)N([C@@H](C)CO)C[C@@H]1C	0
9	CC1(C)Nc2ccccc2C(=O)N1NS(=O)(=O)c1ccccc1	-15
10	C[C@@H]1CN([C@@H](C)CO)C(=O)c2cccc(NC(=O)Nc3ccc(F)cc3)c2O[C@@H]1CN(C)C(=O)Nc1ccc(F)cc1	4
11	COc1ccc(CN(C)C[C@H]2Oc3c(NC(=O)NC(C)C)cccc3C(=O)N([C@H](C)CO)C[C@H]2C)cc1	33

The whole of this part, from the first entry:
#	structure	ROS inducer
1	COc1ccc(S(=O)(=O)Nc2ccc3c(c2)C(=O)N([C@H](C)CO)C[C@H](C)[C@H](CN(C)CC2CC2)O3)cc1	13
2	C[C@@H]1CCCCO[C@H](CN(C)C(=O)Nc2ccc(F)cc2)[C@@H](C)CN([C@H](C)CO)C(=O)c2cc(NC(=O)c3ccncc3)ccc2O1	-5
3	C[C@@H]1CN([C@@H](C)CO)C(=O)c2cc(NC(=O)CCCN(C)C)ccc2O[C@@H]1CN(C)S(=O)(=O)c1cccs1	-8
4	Cc1cc(=O)[nH]c(SCCOc2c(C)ccc(C)c2Cl)n1	-3
5	C[C@@H]1CN([C@H](C)CO)C(=O)Cc2cc(NC(=O)C3CCCCC3)ccc2O[C@H]1CN(C)Cc1ccc2c(c1)OCO2	-2
6	NNC(=O)Cn1c2ccccc2c2ccccc21	?
7	Cc1noc(C)c1NC(=O)Nc1cccc2c1O[C@@H](CN(C)Cc1ccc(C(=O)Nc3ccccc3N)cc1)[C@@H](C)CN([C@@H](C)CO)C2=O	10
8	CNC[C@H]1Oc2c(NC(=O)Nc3ccccc3)cccc2C(=O)N([C@@H](C)CO)C[C@@H]1C	0

Carrying on.
#	structure	ROS inducer
9	CC1(C)Nc2ccccc2C(=O)N1NS(=O)(=O)c1ccccc1	-15
10	C[C@@H]1CN([C@@H](C)CO)C(=O)c2cccc(NC(=O)Nc3ccc(F)cc3)c2O[C@@H]1CN(C)C(=O)Nc1ccc(F)cc1	4
11	COc1ccc(CN(C)C[C@H]2Oc3c(NC(=O)NC(C)C)cccc3C(=O)N([C@H](C)CO)C[C@H]2C)cc1	33
12	COc1cc(O)cc2occ(-c3ccc(O)cc3)c(=O)c12	0
13	COc1ccc(CN(C)C[C@@H]2Oc3c(NC(=O)c4ccc(-c5nccs5)cc4)cccc3C(=O)N([C@@H](C)CO)C[C@H]2C)cc1	43
14	COc1ccc2nc(SCC(=O)Nc3ccc4c(c3)OCCO4)[nH]c2c1	5
15	O=C(O)CCNC(=O)c1ccccc1	7
16	N#CC(C(=O)Nc1cccc(C(F)(F)F)c1)=C1CCCCCC1	15

Next part.
#	structure	ROS inducer
17	O=C(COc1ccc(Cl)cc1Cl)Nc1cc(C(=O)O)cc(C(=O)O)c1	-8
18	Cc1cc(C)cc(NC(=O)Nc2ccccc2C(=O)Nc2cc(C)cc(C)c2)c1	-5
19	C[C@H]1CN([C@@H](C)CO)C(=O)c2cc(NC(=O)Cn3cnnn3)ccc2O[C@@H]1CN(C)S(=O)(=O)c1ccccc1	-14
20	O=C(O)C1CC(=O)N(Cc2ccccc2)C1c1ccccc1 (stereo unspecified)	-8
21	COc1ccc(NC(=O)N(C)C[C@H]2Oc3ccc(NC(=O)Nc4c(C)noc4C)cc3C(=O)N([C@H](C)CO)C[C@@H]2C)cc1	-4
22	C[C@H](CO)N1C[C@H](C)[C@H](CN(C)CC2CC2)Oc2ccc(NC(=O)C3CCCCC3)cc2C1=O	-15
23	C[C@H](CO)N1C[C@H](C)[C@H](CN(C)CC2CCCCC2)Oc2c(NC(=O)NC3CCCCC3)cccc2C1=O	-18
24	C[C@@H]1CN([C@@H](C)CO)C(=O)c2cccc(NC(=O)C3CCCCC3)c2O[C@@H]1CN(C)Cc1ccc(Oc2ccccc2)cc1	32

Later entries.
#	structure	ROS inducer
25	Nc1nc2c(-c3ccccc3)c(C(F)(F)F)sc2s1	-6
26	C[C@@H]1CN([C@H](C)CO)C(=O)c2cccc(NC(=O)C3CC3)c2O[C@@H]1CN(C)C(=O)Nc1ccc2c(c1)OCO2	-14
27	C=C1C2CC[C@@]3(C)[C@H](c4ccoc4)OC(=O)C[C@]13O[C@H]1CC(=O)C(C)(C)[C@H](C(O)C(=O)OC)[C@@]21C (stereo partly specified)	-4
28	C[C@@H]1CN([C@@H](C)CO)C(=O)Cc2cc(NC(=O)Cc3cn(C)c4ccccc34)ccc2O[C@@H]1CN(C)S(=O)(=O)c1ccc(F)cc1	29
29	CC(C)NC(=O)N(C)C[C@H]1OCCCC[C@@H](C)Oc2ccc(NC(=O)Nc3ccc4c(c3)OCO4)cc2C(=O)N([C@H](C)CO)C[C@@H]1C	32
30	C[C@H]1CN([C@@H](C)CO)C(=O)CCCn2nncc2CO[C@@H]1CN(C)C(=O)NC1CCCCC1	-4
31	C[C@@H]1CN([C@@H](C)CO)C(=O)c2cccc(NC(=O)Nc3ccccc3)c2O[C@@H]1CN(C)Cc1ccc(C(F)(F)F)cc1	?
32	C[C@H](CO)N1C[C@H](C)[C@@H](CN(C)C(=O)NC2CCCCC2)Oc2c(NC(=O)Nc3ccc4c(c3)OCO4)cccc2C1=O	-4

(cont.)
#	structure	ROS inducer
33	Cc1cc(C(=O)Nc2cccc3c2O[C@@H](CN(C)CC2CC2)[C@@H](C)CN([C@@H](C)CO)C3=O)n(C)n1	2
34	C[C@@H]1CN([C@H](C)CO)C(=O)Cc2cc(NC(=O)C3CC3)ccc2O[C@H]1CN(C)S(=O)(=O)c1ccc(F)cc1	-7
35	C[C@H](CO)N1C[C@H](C)[C@H](CN(C)CC2CCCCC2)OCc2cn(nn2)CCCC1=O	-1
36	O=C(COc1ccc([N+](=O)[O-])cc1)Nc1cccc(-c2nc3cc(Cl)ccc3o2)c1	10
37	COc1ccc(S(=O)(=O)N(C)C[C@H]2Oc3ccc(NC(=O)CCN4CCOCC4)cc3C(=O)N([C@H](C)CO)C[C@H]2C)cc1	2
38	Cc1cccc(-n2ncc3c(NCCc4ccccc4)ncnc32)c1	19
39	C[C@H](CO)N1C[C@H](C)[C@@H](CN(C)S(=O)(=O)c2ccc(Cl)cc2)Oc2ccc(NC(=O)NC3CCCCC3)cc2C1=O	-5
40	C[C@H]1CN([C@@H](C)CO)C(=O)CCCn2cc(nn2)CO[C@@H]1CN(C)Cc1cccc(C(F)(F)F)c1	36

The listing continues.
#	structure	ROS inducer
41	C[C@@H]1CN([C@H](C)CO)C(=O)c2cc(NC(=O)c3ccncc3)ccc2O[C@H]1CN(C)Cc1ccc(Oc2ccccc2)cc1	1
42	C[C@@H]1CN([C@@H](C)CO)C(=O)c2cccc(NC(=O)Nc3ccc(C(F)(F)F)cc3)c2O[C@@H]1CN(C)C	-8
43	C[C@H](CO)N1C[C@H](C)[C@H](CN(C)S(=O)(=O)c2cccs2)Oc2ccc(NS(C)(=O)=O)cc2C1=O	-3
44	COc1cc(O)c2c(=O)c(OC)c(-c3cc(O)c(OC)c(OC)c3)oc2c1	11
45	O=c1c(-c2ccc(O)cc2)coc2cc(O)ccc12	-5
46	C[C@H](CO)N1C[C@H](C)[C@@H](CN(C)Cc2ccc(C(=O)Nc3ccccc3N)cc2)Oc2ccc(NC(=O)Nc3cccc4ccccc34)cc2C1=O	-5
47	C[C@@H]1CCCCO[C@H](CN(C)C(=O)Nc2ccc3c(c2)OCO3)[C@@H](C)CN([C@H](C)CO)C(=O)c2cc(NC(=O)NC3CCCCC3)ccc2O1	26
48	Cc1cccc(C)c1NC(=O)CCCSc1nnnn1-c1ccccc1	-7

Further entries:
#	structure	ROS inducer
49	C[C@H](CO)N1C[C@H](C)[C@@H](CN(C)C)Oc2ccc(NC(=O)Cc3ccccc3)cc2C1=O	-5
50	C[C@H]1CN([C@@H](C)CO)C(=O)c2cccc(NS(C)(=O)=O)c2O[C@H]1CN(C)S(C)(=O)=O	-6
51	CC(=O)OCC(=O)[C@H]1CCC2C3CCC4=CC(=O)CC[C@]4(C)C3CC[C@@]21C (stereo partly specified)	28
52	C[C@@H]1CN([C@@H](C)CO)C(=O)c2cccc(NS(=O)(=O)c3ccc(Cl)cc3)c2O[C@@H]1CN(C)C(=O)Nc1cccc2ccccc12	-2
53	CS(=O)(=O)N(CC(=O)Nc1ccccc1Br)c1ccc(Oc2ccccc2)cc1	23
54	CNC(=O)Nc1ccc(C(C)(C)C)cc1Br	2
55	C[C@H](CO)N1C[C@H](C)[C@@H](CN(C)S(=O)(=O)c2ccc(F)cc2)Oc2c(NC(=O)c3ccc(-c4nccs4)cc3)cccc2C1=O	-2
56	Cc1cc(C)nc(NS(=O)(=O)c2ccc(Nc3nc(-c4ccc(O)cc4)cs3)cc2)n1	1

(list continues)
#	structure	ROS inducer
57	C=CCN1C(=O)NC2(CCCCC2)C1=O	25
58	O=C(CS(=O)(=O)c1ccc(C(F)(F)F)cc1Cl)Nc1ccc(F)cc1	17
59	C[C@H]1CN([C@@H](C)CO)C(=O)Cc2cc(NS(=O)(=O)c3ccccc3)ccc2O[C@@H]1CN(C)Cc1ccc(-c2ccccc2)cc1	33
60	Cc1noc(C)c1S(=O)(=O)Nc1ccc2c(c1)CC(=O)N([C@H](C)CO)C[C@H](C)[C@H](CN(C)Cc1ccc(C(=O)Nc3ccccc3N)cc1)O2	4
61	Cc1noc(C)c1S(=O)(=O)N(C)C[C@H]1Oc2ccc(NC(=O)Cc3ccccc3)cc2CC(=O)N([C@@H](C)CO)C[C@@H]1C	-8
62	CC(C)NC(=O)Nc1ccc2c(c1)CC(=O)N([C@@H](C)CO)C[C@@H](C)[C@@H](CN(C)C(=O)NC1CCCCC1)O2	-7
63	C[C@@H]1CC[C@@]23CCC4(C)[C@@](C=CC5[C@@]6(C)CC[C@H](O)C(C)(C)C6CC[C@]54C)(OC2=O)C3[C@H]1C (stereo partly specified)	2
64	COc1ccc(NC(=O)N(C)C[C@H]2Oc3c(cccc3N(C)C)C(=O)N([C@@H](C)CO)C[C@@H]2C)cc1	-9

(further entries)
#	structure	ROS inducer
65	C[C@@H]1CN([C@H](C)CO)C(=O)c2cc(NC(=O)Nc3ccc4c(c3)OCO4)ccc2O[C@H]1CN(C)CC1CCCCC1	2
66	C[C@@H]1CN([C@H](C)CO)C(=O)c2cc(NS(=O)(=O)c3cccs3)ccc2O[C@H]1CN(C)C(=O)Nc1ccc2c(c1)OCO2	-1
67	Cc1nnc(SC(c2ccccc2)c2ccccc2)s1	1
68	CCc1ccc(C2C3=C(CCCC3=O)Nc3c2c(=O)n(C)c(=O)n3C)cc1 (stereo unspecified)	-2
69	Cc1nc2ccc(NC(=O)N3CC4(C)CC3CC(C)(C)C4)cc2nc1C (stereo unspecified)	-10
70	CCn1c2ccccc2n2c(SC(C)C(=O)O)nnc12 (stereo unspecified)	-2
71	Cc1noc(C)c1S(=O)(=O)Nc1cccc2c1O[C@@H](CN(C)S(=O)(=O)c1cccs1)[C@@H](C)CN([C@@H](C)CO)C2=O	-2
72	Cc1ccc(-c2noc(CCC(=O)Nc3ccccc3[N+](=O)[O-])n2)cc1	-7

Next section.
#	structure	ROS inducer
73	CN1CCN(C(=O)c2ccccc2N(Cc2ccccc2)S(C)(=O)=O)CC1	-32
74	COc1ccccc1C(=O)Nc1ccc2nc(SCC(=O)Nc3ccc(C)cc3C)sc2c1	17
75	COc1ccc(NC(=O)Nc2cccc3c2O[C@@H](CN(C)C(=O)Nc2ccccc2)[C@H](C)CN([C@@H](C)CO)C3=O)cc1	5
76	COc1ccc(NC(=O)Nc2cccc3c2O[C@H](CN(C)C(=O)Nc2ccc(F)cc2)[C@@H](C)CN([C@@H](C)CO)C3=O)cc1	-10
77	COc1ccc(CN(C)C[C@@H]2OCc3cn(nn3)CCCC(=O)N([C@H](C)CO)C[C@@H]2C)cc1	-10
78	Cc1noc(C)c1NC(=O)N(C)C[C@@H]1Oc2c(NC(=O)NC3CCCCC3)cccc2C(=O)N([C@@H](C)CO)C[C@H]1C	-2
79	Cc1cc(=O)oc(C)c1C(=O)Nc1ccccc1C(=O)N1CCCCC1	-3
80	O=C(c1ccccc1)c1nn(-c2ccc(Cl)cc2)ccc1=O	-11

(listing goes on)
#	structure	ROS inducer
81	O=C(CSc1nnc(-c2ccccc2Cl)n1-c1ccccc1)Nc1ccccc1Cl	62
82	CN(C)c1ccc(/C=C(\C#N)S(=O)(=O)c2ccccc2)cc1C#N	-5
83	C=CCNC(=O)[C@H]1[C@@H]2C(=O)O[C@@H](c3ccccc3)[C@@H](c3ccccc3)N2[C@@H](c2ccc(O)cc2)[C@]12C(=O)Nc1ccc(C#CCCO)cc12	-12
84	Cc1ccc(OC(=O)OCSc2nn[nH]n2)cc1	1
85	C[C@H]1CN([C@@H](C)CO)C(=O)c2cc(NC(=O)CCCN(C)C)ccc2O[C@@H]1CN(C)S(=O)(=O)c1cn(C)cn1	-13
86	COc1ccc(S(=O)(=O)N(C)C[C@H]2Oc3c(NC(=O)c4cc(C)nn4C)cccc3C(=O)N([C@@H](C)CO)C[C@H]2C)cc1	-2
87	C[C@H]1CN([C@@H](C)CO)C(=O)c2cccc(NC(=O)C3CCCCC3)c2O[C@H]1CN(C)C(=O)Nc1cccc2ccccc12	-6
88	Cc1nc(N)[nH]c(=O)c1CCC(C)C	30
89	CCn1c2ccccc2c2cc(NC(=O)Cc3ccccc3[N+](=O)[O-])ccc21	-23
90	COc1ccc(N(C(C)C(=O)Nc2ccc(Cl)c(Cl)c2)S(C)(=O)=O)cc1 (stereo unspecified)	6
91	Cc1cccc(C)c1OCc1nnc(CCc2ccccc2)o1	14
